# Source: PubChem
# KCNK3 inh: human KCNK3 channel inhibition, primary screen; CHO-KCNK3 thallium flux, FluxOR fluorescence; active compounds read low; O14649; B-score at 10 µM; 340,000 tested, 0.84% active;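 active means B-score under library mean minus 4 SD, starting fluorescence ratio at most library mean plus 5 SD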;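 further: more negative B-score means stronger inhibition of thallium flux through KCNK3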
# Target sequence (O14649 whole entry, looked up): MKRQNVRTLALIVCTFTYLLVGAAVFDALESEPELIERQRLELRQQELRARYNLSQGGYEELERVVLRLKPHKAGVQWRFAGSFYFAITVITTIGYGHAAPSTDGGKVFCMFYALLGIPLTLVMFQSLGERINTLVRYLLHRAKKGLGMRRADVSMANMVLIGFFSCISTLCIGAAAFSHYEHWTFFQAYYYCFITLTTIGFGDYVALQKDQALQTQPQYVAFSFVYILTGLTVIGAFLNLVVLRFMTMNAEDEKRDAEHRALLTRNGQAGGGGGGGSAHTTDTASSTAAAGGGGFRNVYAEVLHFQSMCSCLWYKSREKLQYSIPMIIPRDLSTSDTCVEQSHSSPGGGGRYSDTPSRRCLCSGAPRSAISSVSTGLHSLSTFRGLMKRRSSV
# GSK3A inh: human GSK-3 alpha kinase inhibition. ADP-Glo luminescence, 60 min. inhibition, % at 10 µM. 320,000 tested, 0.1% active;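 in the data active means inhibition above about 50%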;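 further: GST-tagged GSK-3 alpha with peptide substrate and 25 µM ATP; 0% = DMSO neutral wells and 100% = GW8510 positive control wells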
# HDAC3 inh: human HDAC3 inhibition; inhibition, % at 8.3 µM; recombinant HDAC3, fluorogenic peptide/trypsin coupled, fluorescence; 320,000 tested, 0.15% active; in the data active means inhibition above about 26%, passing the limit was not always enough; inconclusive means no clear call, values can overlap the other calls
# Target sequence (O15379 whole entry, looked up): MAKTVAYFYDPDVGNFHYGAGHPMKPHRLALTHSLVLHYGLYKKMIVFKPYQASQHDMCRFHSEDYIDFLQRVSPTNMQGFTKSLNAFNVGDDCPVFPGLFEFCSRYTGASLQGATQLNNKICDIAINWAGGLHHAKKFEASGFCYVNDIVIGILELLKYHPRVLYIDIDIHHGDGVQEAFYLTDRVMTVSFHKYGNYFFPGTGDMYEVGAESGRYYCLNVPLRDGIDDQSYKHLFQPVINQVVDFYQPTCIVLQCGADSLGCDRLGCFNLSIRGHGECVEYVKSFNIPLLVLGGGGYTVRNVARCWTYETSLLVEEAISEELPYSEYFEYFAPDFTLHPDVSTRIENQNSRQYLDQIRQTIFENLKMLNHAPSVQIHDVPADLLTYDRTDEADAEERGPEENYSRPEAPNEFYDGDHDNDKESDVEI
# DYRK1A inh: Dyrk1A (rat) kinase inhibition | AID 504441 | ADP-Glo luminescence, NFATc1 peptide | inhibition, % at 12.5 µM | 310,000 tested, 0.43% active; in the data active means inhibition above about 50%;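 further: plate controls were vehicle with enzyme for no effect and no enzyme for full effect; many of its hits are not listed in these tables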
# The depositor's hits bear a star; i = inactive; ? = inconclusive. Some of the compounds tested; rates above refer to the full screens.
No.	GSK3A inh	DYRK1A inh	HDAC3 inh	KCNK3 inh	smiles
1	-2.4	4.2	-5.6	i	Clc1ccc(CCNc2ncnc3nc[nH]c23)cc1
2	1.6	0.5	-1.9	i	CCn1nc(C(=O)NNC(=O)c2ccccc2)c2ccccc2c1=O
3	-1.1	9.2	6.1	i	O=C(c1cc(Br)c(Br)s1)N1CCc2ccccc2C1
4	-2.2	1.4	14.2	i	Cc1cccc(NC(=O)CSCC(=O)N2CCN(c3cccc(C(F)(F)F)c3)CC2)c1
5	-0.2	-3.5	-1.9	i	CCc1ccccc1NC(=O)c1ccc(OCc2c(C)noc2C)cc1
6	2.0	38.5	14.0	i	COc1ccc2c(c1)OC[C@H]1[C@H]2N2C(=O)c3cc(OC)c(OC)cc3NC(=O)[C@@]2(C)[C@H]1c1ccccc1
7	-0.2	-1.6	-2.2	i	COc1ccccc1CC(=O)Nc1cc(S(=O)(=O)N2CCOCC2)ccc1N1CCOCC1
8	0.3	5.8	0.2	i	CCCS(=O)(=O)NCCc1cc2ccc(OC)cc2[nH]c1=O
9	0.1	-2.2	-1.6	i	CCC(C)Sc1cccc(-c2nc3ccccn3c2NCc2ccccc2)c1 (configuration not stated)
10	-0.5	-3.3	3.6	i	CCCCn1nc(C(=O)Nc2ccc3c(c2)OCCO3)c2ccccc2c1=O
11	1.8	-1.8	-0.5	i	CN(C)CCn1nnnc1SCC1=C(C(=O)O)N2C(=O)[C@@H](NC(=O)Cc3csc(N)n3)[C@H]2SC1
12	-3.8	-2.4	5.7	i	Cc1ccc(OCCNS(=O)(=O)c2ccc(Cl)cc2)cc1
13	-3.2	-3.5	3.3	i	CCN(C(=O)COC(=O)c1cc2c(s1)CCCC2)c1c(N)n(Cc2ccccc2)c(=O)[nH]c1=O
14	-2.7	-2.2	?	i	CN(CC(=O)Nc1ccc(Cl)c(C(F)(F)F)c1)CC(=O)NC1CCCCC1
15	1.0	3.3	1.4	i	CCN(CC)CCOC(=O)c1cc(Cl)c(N)cc1OC
16	-2.6	-3.7	-1.9	i	COc1ccc(CC(=O)N2CCN(c3ccccn3)CC2)cc1OC
17	-0.9	-1.4	1.4	i	CCOc1ccc(S(=O)(=O)N2CCN(C(=O)C3CSC4(C)CCC(=O)N34)CC2)cc1 (configuration not stated)
18	-1.2	2.5	-3.5	i	O=C(Nc1nccs1)c1nc[nH]c1C(=O)N1CCN(c2ccccc2)CC1
19	3.3	3.0	4.4	i	O=S(=O)(Nc1cccc(S(=O)(=O)N2CCCC2)c1)c1ccc(Cl)s1
20	-1.8	-2.7	6.9	i	CCN1C(=O)[C@H]2[C@@H](c3ccc(-c4ccc(Cl)c(Cl)c4)c(OC)c3)N3CCCC[C@@]3(C(=O)OC)[C@H]2C1=O
21	7.4	-2.1	-4.0	i	CC1CC(C)CN(C(=O)C(C)N(C)CC(=O)Nc2ccc(F)cc2)C1 (configuration not stated)
22	-1.6	-0.5	-0.3	i	C=C[C@H](CC(C)C)N(Cc1ccccc1)S(=O)(=O)N(Cc1ccccc1)[C@@H](C=C)CC(C)C
23	-2.6	2.8	2.5	i	Cc1cc(=O)c(C(=O)Nc2cccc(C(=O)NC3CC3)c2)nn1-c1ccccc1Cl
24	-1.4	9.9	-6.4	i	COc1ccc(C(=O)N/N=C(\C)c2ccc3c(c2)C2C=CCC2C(c2ccccc2)N3)cc1 (configuration not stated)
25	-3.4	-6.1	5.3	i	CC(=NNC(=O)CCC(=O)Nc1ccccc1Cl)c1ccco1
26	-0.4	-5.0	-2.1	i	O=C(COC(=O)c1ccccn1)NCCc1ccc(Cl)cc1
27	-2.7	-3.0	5.2	i	Cc1cc(C(=O)NNC(=O)c2ccccc2O)c(C)o1
28	-3.5	2.3	3.7	i	O=C(N=C1SC2CS(=O)(=O)CC2N1c1ccccc1)c1ccccc1 (configuration not stated)
29	2.9	1.2	2.1	i	CCN(C(=O)c1c(C)noc1C)c1c(N)n(Cc2ccccc2)c(=O)[nH]c1=O
30	-1.6	-2.2	22.0	-11.2*	CCOC(=O)c1sc(NC(=O)c2c(C)nn(Cc3ccccc3)c2C)cc1C
31	-3.7	-0.8	-9.0	i	CCCCn1c(N)c(N(CC)C(=O)COc2ccc(C#N)cc2)c(=O)[nH]c1=O
32	-3.6	-0.1	11.1	i	CC(C)(C)c1ccccc1NC(=O)c1cc(-c2ccncc2)nc2ccccc12
33	-0.2	-8.0	-1.1	i	Fc1ccccc1N1CCN(Cc2nc(-c3ccc(Cl)cc3Cl)no2)CC1
34	-2.1	1.1	7.4	i	Oc1ccc(Cl)cc1CNCc1cccc2ccccc12
35	-1.0	-0.9	-2.0	i	C=CCn1c(C)cc(C(=O)COC(=O)c2n[nH]c(=O)c3ccccc23)c1C
36	0.0	1.2	9.2	i	CC(=O)c1ccc(NC(=O)C(C)Sc2nnc3ccccn23)cc1 (configuration not stated)
37	3.5	3.9	4.4	i	CN(Cc1ccccc1)C(=O)c1ccc(NC(=O)Cc2cccc(NC(=O)C3CCN(C(=O)C4CC4)CC3)c2)cc1
38	0.3	0.3	-4.5	i	COC(=O)c1[nH]c2cccc(Cl)c2c1NC(=O)CN(C)C1CCCCC1
39	-0.5	7.1	-6.3	i	CCN1C(=O)[C@H]2[C@@H](c3ccc(-c4cccc(Cl)c4)c(OC)c3)N3CCC[C@@]3(C(=O)OC)[C@H]2C1=O
40	-0.3	5.9	-4.5	i	CCCN(C(=O)/C=C/c1ccc(S(=O)(=O)N(CC)CC)cc1)C1CCS(=O)(=O)C1 (configuration not stated)
41	-2.7	-4.2	-3.5	i	CC1CCCC(NC(=O)COc2ncnc3ccccc23)C1C (configuration not stated)
42	-4.3	1.1	7.5	i	Cc1ccccc1OCCC(=O)N(CC(C)C)c1c(N)n(Cc2ccccc2)c(=O)[nH]c1=O
43	-1.1	-1.8	-5.9	i	C/C(=C\c1cc2ccccc2o1)C1Nc2cccc3cccc(c23)N1
44	-2.4	-0.6	-8.3	i	O=C(NCCOc1ccccc1)c1ccc2c(c1)S(=O)(=O)c1cc(Cl)ccc1C2=O
45	1.5	-1.3	0.6	i	CN(C(=O)Cn1nc(C(=O)O)c2ccccc2c1=O)C1CCCCC1
46	-2.7	-2.1	-2.5	i	CC(=O)C[C@@H](O)CC(=O)[C@H]1OC(=O)[C@H](C)CCCCc2ccccc21
47	-2.5	-0.5	0.3	i	C[C@@H]1CN([C@@H](C)CO)C(=O)Cc2cc(NC(=O)C3CCCCC3)ccc2O[C@H]1CN(C)S(=O)(=O)c1ccccc1
48	-0.8	-6.1	2.9	i	COc1ccccc1C(=O)NCCC(=O)NCC1COc2ccccc2O1 (configuration not stated)
49	-1.1	-3.5	-4.5	i	COc1cccc(CN(C)C(=O)c2cc(S(=O)(=O)N3CCCC3)ccc2C)c1OC
50	1.8	3.2	6.4	i	COc1ccc(Cl)cc1NC(=O)COC(=O)C1CC1
51	-3.2	1.2	9.1	-9.36*	CN(CC(=O)NCc1ccccc1)CC(=O)Nc1ccc(Cl)c(C(F)(F)F)c1
52	-6.2	1.3	4.4	i	N#Cc1cccc(S(=O)(=O)NCCOc2ccccc2F)c1
53	-0.6	0.3	-0.6	i	COc1cc(N)c(Cl)cc1C(=O)OCC(=O)N1CCc2ccccc21
54	2.9	0.3	-0.1	i	O=C(N[C@H]1C/C=C\C[C@@H](CC(=O)N(CCO)Cc2ccccc2)C(=O)N2CCC[C@H]2COC1=O)OCC1c2ccccc2-c2ccccc21
55	1.6	-4.4	-0.7	i	COc1ccc(N2CCN(C(=O)CN3C(=O)NC4(CCCCC4C)C3=O)CC2)cc1 (configuration not stated)
56	-4.2	-3.3	7.2	i	O=C1COc2ccc(C(=O)COC(=O)c3ccccc3Cl)cc2N1
57	-3.3	2.6	-0.2	i	O=C1CC(N2CCN(S(=O)(=O)c3ccc([N+](=O)[O-])cc3)CC2)C(=O)N1c1ccccc1F (configuration not stated)
58	-1.3	-3.8	-0.6	i	CCOc1ccc(OCC)c(NC(=O)C(NS(=O)(=O)c2ccc3c(c2)oc(=O)n3C)C(C)C)c1 (configuration not stated)
59	-0.3	-3.7	0.9	i	COc1ccc(S(=O)(=O)Nc2ccc3c(c2)C(=O)N([C@H](C)CO)C[C@H](C)[C@@H](CN(C)S(=O)(=O)c2ccc(F)cc2)O3)cc1
60	-0.3	1.6	-4.6	i	Cc1cc(C)c2c(n1)nn1c(N3CCN(c4ccccc4C)CC3)cc(C)nc21

# (further entries)
No.	GSK3A inh	DYRK1A inh	HDAC3 inh	KCNK3 inh	smiles
61	-0.9	1.7	4.6	i	COc1ccc(C2=NOC(Cn3nc(-c4ccccc4)cc3C(=O)NCc3ccco3)C2)cc1 (configuration not stated)
62	0.3	-4.7	-13.1	i	Cc1ccc(C(=O)NCC(=O)OCc2nnc(-c3ccc([N+](=O)[O-])cc3)o2)s1
63	0.2	0.2	9.3	i	CCc1ccccc1NC(=O)CSc1nnc([C@@H](N)Cc2ccccc2)o1
64	-1.2	-3.4	-3.3	i	CCN(c1ccccc1)S(=O)(=O)c1ccc(C(=O)NCC2(N(C)C)CCCCC2)cc1
65	-1.3	-0.8	4.4	i	CCN(C(=O)COC(=O)Cc1ccc(F)cc1)c1c(N)n(Cc2ccccc2)c(=O)[nH]c1=O
66	3.3	-1.6	-0.1	i	Cc1cccc(N2CC(C(=O)NCC3COc4ccccc4O3)CC2=O)c1C (configuration not stated)
67	-1.5	0.2	-1.4	i	CC1CCCN(C(=O)c2ccc3c(c2)OCCO3)C1 (configuration not stated)
68	-0.1	-1.9	-1.0	i	Cc1ccc(Nc2nc(N)nc(COC(=O)C3=COCCO3)n2)cc1
69	3.7	2.5	3.1	i	COC(=O)c1ccccc1S(=O)(=O)N1CCC(C(=O)Nc2ccc(N3CCOCC3)cc2)CC1
70	1.0	0.4	-1.1	i	N#Cc1ccc(CN2CCN(C(=O)c3ccc(S(=O)(=O)N4CCCCCC4)cc3)CC2)cc1
71	-0.8	0.2	-3.6	i	C[C@H](NC(=O)c1nc[nH]c1C(=O)N1CCN(c2ccccc2)CC1)c1ccccc1
72	4.9	0.1	-1.0	i	CC(C)(C)OC(=O)C[C@@H]1C/C=C\C[C@H](CC(=O)N[C@H](CO)Cc2ccccc2)C(=O)N[C@@H](Cc2ccccc2)COC1=O

# Structures listed so far with an NH in an aromatic ring, in the order listed:
No.	GSK3A inh	DYRK1A inh	HDAC3 inh	KCNK3 inh	smiles
1	-2.4	4.2	-5.6	i	Clc1ccc(CCNc2ncnc3nc[nH]c23)cc1
8	0.3	5.8	0.2	i	CCCS(=O)(=O)NCCc1cc2ccc(OC)cc2[nH]c1=O
13	-3.2	-3.5	3.3	i	CCN(C(=O)COC(=O)c1cc2c(s1)CCCC2)c1c(N)n(Cc2ccccc2)c(=O)[nH]c1=O
18	-1.2	2.5	-3.5	i	O=C(Nc1nccs1)c1nc[nH]c1C(=O)N1CCN(c2ccccc2)CC1
29	2.9	1.2	2.1	i	CCN(C(=O)c1c(C)noc1C)c1c(N)n(Cc2ccccc2)c(=O)[nH]c1=O
31	-3.7	-0.8	-9.0	i	CCCCn1c(N)c(N(CC)C(=O)COc2ccc(C#N)cc2)c(=O)[nH]c1=O
35	-1.0	-0.9	-2.0	i	C=CCn1c(C)cc(C(=O)COC(=O)c2n[nH]c(=O)c3ccccc23)c1C
38	0.3	0.3	-4.5	i	COC(=O)c1[nH]c2cccc(Cl)c2c1NC(=O)CN(C)C1CCCCC1
42	-4.3	1.1	7.5	i	Cc1ccccc1OCCC(=O)N(CC(C)C)c1c(N)n(Cc2ccccc2)c(=O)[nH]c1=O
65	-1.3	-0.8	4.4	i	CCN(C(=O)COC(=O)Cc1ccc(F)cc1)c1c(N)n(Cc2ccccc2)c(=O)[nH]c1=O
71	-0.8	0.2	-3.6	i	C[C@H](NC(=O)c1nc[nH]c1C(=O)N1CCN(c2ccccc2)CC1)c1ccccc1
